CYP2C9 inh = blockers of cytochrome P450 2C9 activity – biochemical, luminescence, ADME assay, primary screen; actives 20% (n = 96,000); AID 777, 2007; inhibition, % at 5 µM; P11712; CYP2C9 Supersomes, luciferin-H conversion;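 active = blocking of liver enzyme CYP2C9 beyond about 50% at 5 µM, limit read from the data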; note: values of inactives mirror those of a sister screen read the other way
Target sequence (P11712 whole entry, looked up): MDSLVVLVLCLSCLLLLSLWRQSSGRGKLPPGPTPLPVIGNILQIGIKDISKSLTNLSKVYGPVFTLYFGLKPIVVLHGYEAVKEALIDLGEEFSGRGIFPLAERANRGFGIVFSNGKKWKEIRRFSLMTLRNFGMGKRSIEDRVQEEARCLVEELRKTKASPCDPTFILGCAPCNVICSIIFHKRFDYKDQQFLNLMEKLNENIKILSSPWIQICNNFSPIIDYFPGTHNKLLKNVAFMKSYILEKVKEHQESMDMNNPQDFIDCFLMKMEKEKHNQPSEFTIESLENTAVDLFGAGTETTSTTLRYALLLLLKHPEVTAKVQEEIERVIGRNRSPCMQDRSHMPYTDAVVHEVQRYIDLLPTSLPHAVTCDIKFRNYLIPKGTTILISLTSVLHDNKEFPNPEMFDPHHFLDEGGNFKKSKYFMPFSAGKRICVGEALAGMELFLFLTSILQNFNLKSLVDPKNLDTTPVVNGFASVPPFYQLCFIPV
CYP2C19 act = human CYP2C19 activators, primary screen, biochemical, luminescence; activation factor at 5 µM; 96,000 tested, under 10 active; recombinant CYP2C19, luciferin-H EGE luminescence; active compounds read high; 0 = fully inhibited enzyme, 1 = untreated enzyme; Cytochrome P450 2C19 (Homo sapiens), P33261; AID 1025, 2008;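 active = activation factor of at least 2 at 5 µM in the primary screen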;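 note: 0 = wells with 2.5 mM tranylcypromine and 1 = vehicle-only wells; values of inactives mirror those of a sister screen read the other way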
PLK1 kinase inh = human PLK1 kinase inhibitors, primary screen, biochemical, TR-FRET | Serine/threonine-protein kinase PLK1 (Homo sapiens), P53350 | recombinant PLK1 kinase, TR-FRET peptide phosphorylation | inhibition, % at 10 µM | actives 0.53% (n = 97,000) | AID 619, 2007;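 active = inhibition of 50% or more in the single-concentration screen; inactive = inhibition below 50%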;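 note: 0% = DMSO max control and 100% = H-89 dihydrochloride min control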
Target sequence (P53350 whole entry, looked up): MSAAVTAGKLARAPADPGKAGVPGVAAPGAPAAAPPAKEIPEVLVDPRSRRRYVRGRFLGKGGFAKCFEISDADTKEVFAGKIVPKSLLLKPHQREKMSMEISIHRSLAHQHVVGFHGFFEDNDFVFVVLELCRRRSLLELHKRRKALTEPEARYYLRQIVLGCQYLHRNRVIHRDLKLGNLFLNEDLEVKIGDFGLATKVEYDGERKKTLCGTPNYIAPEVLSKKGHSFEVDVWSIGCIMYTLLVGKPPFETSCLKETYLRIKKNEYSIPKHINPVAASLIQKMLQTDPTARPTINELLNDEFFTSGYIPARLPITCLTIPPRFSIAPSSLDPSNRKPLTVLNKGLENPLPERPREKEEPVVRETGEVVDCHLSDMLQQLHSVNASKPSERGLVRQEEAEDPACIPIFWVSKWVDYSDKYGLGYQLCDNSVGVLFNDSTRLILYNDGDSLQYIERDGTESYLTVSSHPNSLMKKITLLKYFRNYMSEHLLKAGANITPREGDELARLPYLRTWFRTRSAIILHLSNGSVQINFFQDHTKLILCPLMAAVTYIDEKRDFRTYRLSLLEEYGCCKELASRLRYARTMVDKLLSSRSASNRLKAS
Plk1 PBD FP = Plk1 polo box domain binding inhibitors, primary screen, biochemical, fluorescence polarization; Serine/threonine-protein kinase PLK1 (Homo sapiens), P53350; Plk1 PBD phosphopeptide binding; inhibition, %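 (tested at about 20 µM)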; actives 0.13% (n = 97,000); in the data active = inhibition above about 34%, passing the limit was not always enough
CYP2C9 activ = human CYP2C9 activators, primary screen, biochemical, luminescence; Cytochrome P450 2C9 (Homo sapiens), P11712; recombinant CYP2C9, luciferin-H conversion; active compounds read high; factor 1 = untreated enzyme, 0 = blocked; activation factor at 5 µM; actives 1.4% (n = 96,000); AID 1024, 2008;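 active = activation factor of 2 or more for CYP2C9 at a 5 µM dose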;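 note: 0 = sulfaphenazole-blocked wells and 1 = vehicle-only wells; values of inactives mirror those of a sister screen read the other way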
HIV Rev-RRE inh = HIV-1 Rev-RRE binding inhibitors, primary screen, biochemical, FRET, protein-RNA interaction. P05866. actives 0.79% (n = 97,000). inhibition, % at 8 µM. AID 704, 2007. Rev peptide-RRE RNA binding;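 active = inhibition above the screen-wide mean plus 3 SD, cut at about 35% in these data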;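 note: 0% = median DMSO wells and 100% = median Neomycin B control wells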
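Assay system: Rev peptide and RRE RNA, both fluorescently labelled; times: 5 min preincubation and 15 min binding, 25 °C; detection: FRET, ex 480 nm, em 540 and 671 nm; read-out basis: % inhibition from 671/540 nm acceptor-to-donor ratio, scaled between controls; benchmarks: DMSO low control, neomycin B high control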
CYP2C19 inh = blockers of cytochrome P450 2C19 activity – biochemical, luminescence, ADME assay, primary screen; CYP2C19 Supersomes, luciferin-H EGE luminescence, 30 min; inhibition, % at 5 µM; actives 21% (n = 96,000); AID 778, 2007;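 active = CYP2C19 inhibition above a set limit at 5 µM in the primary screen, cut at about 50% in these data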;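 note: plate controls were negative control wells for no effect and 2.5 mM tranylcypromine positive control for full effect; values of inactives mirror those of a sister screen read the other way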
EphB4 antag = EphB4-ephrin-B2 interaction antagonists, primary screen, biochemical, TNYL-RAW peptide probe, fluorescence polarization; Ephrin type-B receptor 4 (Homo sapiens), P54760; EphB4 LBD / TNYL-RAW-Alexa532 peptide; actives 0.15% (n = 97,000); inhibition, % at 7 µM;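 active = inhibition above the screen-wide mean inhibition plus 3 SD, cut at about 15% in these data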;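 note: 0% = DMSO wells and 100% = excess unlabeled TNYL-RAW peptide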
PLAP act = PLAP enzyme activators, biochemical, luminescence, HTS; Alkaline phosphatase, placental type (Homo sapiens), P05187; purified PLAP enzyme, luminescent substrate read-out; active compounds read high; activation fold at 20 µM; actives 1.2% (n = 96,000); in the data active = activation fold above about 2
Numbers without * were called inactive; / = no result given. An unsorted share of the library; overall some 29% were active at least once.

SMILES	CYP2C9 inh	CYP2C19 act	PLK1 kinase inh	Plk1 PBD FP	CYP2C9 activ	HIV Rev-RRE inh	CYP2C19 inh	EphB4 antag	PLAP act
CCOC(=O)c1ccc(N2Cc3cc(C)c(C)cc3C2)cc1O	-15	1.1	/	/	1.1	/	-14	/	1.1
O=c1c(-c2ccc(Cl)cc2)[n+]([O-])c2ccccc2n1OCc1ccccn1	14	0.7	-12	-22	0.9	5	29	0	0.9
CCN(CC)C(=O)c1cc2c(=O)n3ccccc3nc2s1	-13	1.1	7	2	1.1	-5	-10	-3	0.9
NC(CSC12CC3CC(CC(C3)C1)C2)C(=O)O (stereo unspecified)	9	0.9	-7	-1	0.9	3	13	-5	2*
Cn1nc(-c2ccc(OCC(=O)Nc3ccccc3)cc2)c2ccccc2c1=O	68*	0.2	3	-14	0.3	18	81*	2	1.6
C=CCn1c(SCc2ccccc2C#N)nnc1-c1ccccc1O	9	0	-11	10	0.9	-3	98*	-10	1.1
COc1ccc(Cc2nnc(NC(=O)C3CCCO3)s2)cc1OC (stereo unspecified)	-11	1	-6	-1	1.1	1	2	-3	1.2
N#CC[n+]1cc(-c2ccc(Cl)cc2)n2c1CCC2	-12	1.1	-8	1	1.1	1	-5	-5	0.8
CCCN1CCN(C(=O)CN2C(=O)CC(C)(C)S(=O)(=O)c3ccccc32)CC1	-2	1	-9	-36	1	4	4	4	1.2
Cc1c(N=Cc2ccc(Cl)o2)c(=O)n(-c2ccccc2)n1C	6	0.9	1	-24	0.9	-2	7	2	1.2
CCC(C(=O)Nc1cc(C)on1)c1ccccc1 (stereo unspecified)	54*	0.3	-6	-40	0.5	11	65*	1	0.8
O=C(COc1ccc(Cl)cc1)NCCSc1ccccc1	39	0.9	8	-12	0.6	6	15	5	0.7
O=c1c2[nH]c3ccc(F)cc3c2ncn1CCN1CCOCC1	35	0.8	15	-4	0.6	9	21	7	0.9
O=C1OCC2=C1C(c1ccc3c(c1)OCO3)Sc1ccccc1N2 (stereo unspecified)	70*	0	-7	-32	0.3	7	96*	-1	0.9
O=C(O)c1sccc1SCc1ccc(Cl)cc1Cl	54*	1	-21	23	0.5	0	-4	3	0.9
CC1(C)Cc2c(c(-c3ccco3)[nH]c(=O)c2C#N)CS1	-17	1.1	/	/	1.2	/	-11	/	1.2
CCOc1ccc(S(=O)(=O)N(C)c2ccc(OCC(=O)N3CCOCC3)cc2)cc1	74*	0.7	-6	-25	0.3	-5	25	-5	1.7
O=C(Nc1ccccc1Sc1ccccc1)c1ccccc1F	/	/	-6	4	/	14	/	16*	/
CCOC(=O)c1cnc(-n2nc(C)cc2C)nc1NCCc1ccccc1	92*	0.2	8	11	0.1	5	83*	6	1.8
O=C(NCC1CCCO1)c1ccc2c(c1)N(Cc1ccccc1)C(=O)CS2=O (stereo unspecified)	28	0.8	/	/	0.7	/	18	/	1.2
Cc1ccc(C)c(-n2c(CNC(=O)c3ccco3)nnc2SCC(=O)Nc2nnc(C)s2)c1	22	1	-14	16	0.8	-3	1	1	1.3
CCCCSc1nc(C)c(CC(=O)OC)c(=O)[nH]1	-7	0.9	/	/	1.1	/	8	/	1.1
COCCSc1ccccc1C(=O)NCCCn1ccnc1	33	0.3	-6	-4	0.7	-1	68*	0	1.3
Cc1ccc(S(=O)(=O)NCCOc2nc(N(C)C)nc(N3CCOCC3)n2)cc1	40	0.9	-8	14	0.6	10	14	1	1
CC(C)(C)c1cc(C(=O)O)n[nH]1	0	1.1	-9	-30	1	4	-9	-2	1.2
C=CCN(c1ccccc1)S(=O)(=O)c1cccc(C(=O)O)c1	4	1.1	-22	2	1	5	-11	-3	1.1
Cn1cc(Br)c(C(=O)NC2CCCCC2)n1	-28	0.7	-2	9	1.3	7	26	2	0.8
COC(=O)c1sccc1NC(=O)CCC1CCCC1	-12	1	-30	-9	1.1	16	0	7	0.8
CCOc1ccc(S(=O)(=O)N2CCN(c3ccc(C)cc3C)CC2)cc1	80*	0.5	-19	-7	0.2	13	54*	1	1
CC1CCc2nc(NC(=O)Cc3cccs3)sc2C1 (stereo unspecified)	20	0.9	-9	-5	0.8	4	11	-1	1.1
O=C(C1=C(O)C(=O)N(CCOCCO)C1c1cccs1)c1cccs1 (stereo unspecified)	14	0.9	-12	7	0.9	4	12	-5	1
COCCn1c(C)cc(C(=O)CSc2nc(C)cc(C)c2C#N)c1C	-14	0.2	-13	-28	1.1	0	78*	4	0.9
O=C(NCc1ccc(Cl)c(Cl)c1)c1cccnc1	15	0.4	-6	-10	0.9	9	63*	3	1.2
O=C(Nc1ccccc1F)c1cc2nc(C(F)F)cc(C(F)F)n2n1	/	/	-14	6	/	3	/	-5	/
CSc1nnc(-c2cnccn2)n1CCCN1CCCC1=O	4	1	/	/	1	/	0	/	1
CCN(CC)C(=O)C1=C(C)NC(=S)NC1c1cn(-c2ccccc2)nc1-c1ccc(Cl)cc1 (stereo unspecified)	-22	0.9	-2	-13	1.2	-2	10	-11	1.4

Quoted at random: 2 compounds from above
SMILES	CYP2C9 inh	CYP2C19 act	PLK1 kinase inh	Plk1 PBD FP	CYP2C9 activ	HIV Rev-RRE inh	CYP2C19 inh	EphB4 antag	PLAP act
Cc1c(N=Cc2ccc(Cl)o2)c(=O)n(-c2ccccc2)n1C	6	0.9	1	-24	0.9	-2	7	2	1.2
O=c1c(-c2ccc(Cl)cc2)[n+]([O-])c2ccccc2n1OCc1ccccn1	14	0.7	-12	-22	0.9	5	29	0	0.9

Returning to the listing, starting 4 compounds before the break.
SMILES	CYP2C9 inh	CYP2C19 act	PLK1 kinase inh	Plk1 PBD FP	CYP2C9 activ	HIV Rev-RRE inh	CYP2C19 inh	EphB4 antag	PLAP act
O=C(NCc1ccc(Cl)c(Cl)c1)c1cccnc1	15	0.4	-6	-10	0.9	9	63*	3	1.2
O=C(Nc1ccccc1F)c1cc2nc(C(F)F)cc(C(F)F)n2n1	/	/	-14	6	/	3	/	-5	/
CSc1nnc(-c2cnccn2)n1CCCN1CCCC1=O	4	1	/	/	1	/	0	/	1
CCN(CC)C(=O)C1=C(C)NC(=S)NC1c1cn(-c2ccccc2)nc1-c1ccc(Cl)cc1 (stereo unspecified)	-22	0.9	-2	-13	1.2	-2	10	-11	1.4
COc1ccccc1N1CCN(C(=O)CC2NC3CCCCC3NC2=O)CC1 (stereo unspecified)	1	1	-6	1	1	2	-3	-3	1
CCCN1C(=O)c2ccccc2NC1c1ccc(OC)cc1O (stereo unspecified)	46	0.2	-7	2	0.5	1	81*	3	1.1
O=C(NC1CC2CCC(C1)N2C(=O)NC1CCCCC1)NC12CC3CC(CC(C3)C1)C2 (stereo unspecified)	33	0.7	/	/	0.7	/	28	/	/
CC(C)NC(=O)COC(=O)c1ccc(Cl)c(S(=O)(=O)N2CCCC2)c1	-11	1	-3	-10	1.1	8	-4	3	1
O=C(NCc1cccs1)C1CC(c2ccccc2O)=NO1 (stereo unspecified)	-69	0.8	-11	8	1.7	6	24	-2	0.9
O=C(O)c1cc(-c2ccccn2)n[nH]1	-9	1.1	-7	-11	1.1	7	-14	-2	2.5*
C/C(=N\NC(=O)Cc1cccn1C)c1ccc2ccccc2c1	3	0.9	-14	22	1	-2	10	1	0.9
COc1cccc(-c2nnc(NC(=O)c3ccc(S(=O)(=O)N4CC(C)OC(C)C4)cc3)o2)c1 (stereo unspecified)	-18	0.9	3	13	1.2	3	8	5	1.5
CCOC(=O)C1CCN(C(=O)COc2ccc(S(=O)(=O)NC(C)C)cc2Cl)CC1	/	/	-13	-12	/	5	/	1	/
CC1CCN(C(=O)CN(c2ccc(Cl)c(C(F)(F)F)c2)S(C)(=O)=O)CC1	-133	0.2	-10	31	2.3*	12	75*	1	1.8
Nn1c(SCC(=O)N2CCN(S(=O)(=O)c3ccccc3)CC2)nnc1-c1cccs1	-1	1	-9	5	1	7	-2	1	1
COc1ccc(C2SCC(=O)N2c2c(C)n(C)n(-c3ccccc3)c2=O)cc1 (stereo unspecified)	40	0.6	-6	-13	0.6	12	44	-1	1.3
Nc1nc(CN2CCN(c3ccccc3F)CC2)nc(Nc2ccccc2)n1	77*	0.6	-7	-8	0.2	8	42	-11	1.5
CC(Sc1nc(-c2ccccc2)cc(=O)[nH]1)C(=O)O (stereo unspecified)	9	1	-3	-1	0.9	8	-2	-3	0.8
O=C(CSc1nc(-c2cccs2)cc(C(F)(F)F)n1)NCCCn1ccnc1	/	/	-1	-6	/	0	/	5	/
COc1cc2[nH]c3c(=O)n(CCN(C(C)C)C(C)C)cnc3c2cc1OC	-2	1.1	-7	-18	1	4	-8	0	1.4
COc1ccc(C(C)=O)cc1COC(=O)c1ccc(OCc2c(C)noc2C)cc1	76*	0.1	-18	-7	0.2	1	88*	5	1.1
CCCc1cc2c(cc1NC(=O)c1ccccc1Cl)OCO2	49	0.1	-7	5	0.5	6	94*	5	1
CCOC(=O)C1=C(C)N=C2SC(C)C(=O)N2C1c1ccc(OC(C)=O)c(OCC)c1 (stereo unspecified)	63*	0.3	3	-3	0.4	-1	65*	-2	1.4
c1ccc(-c2cc(N3CCCCC3)nc(-c3ccccc3)n2)cc1	/	/	-12	6	/	9	/	-2	/
COc1ccc(/C=N/NC(=O)c2ccccc2O)cc1Cn1cc(Cl)cn1	51*	0.9	-7	-24	0.5	1	11	2	1
CC(C)N(C(=O)CSc1nnc(NC(=O)C2CCC2)s1)C(C)C	-29	1.1	-3	3	1.3	-3	-10	-1	1
CSc1cccc(NS(=O)(=O)c2ccccc2)c1	66*	0.7	-9	13	0.3	3	30	3	1
O=C(O)CSc1nnc(-c2cc3ccccc3o2)n1-c1ccccc1	-9	1.1	-6	-16	1.1	4	-11	8	1.3
COc1ccc(OC)c(NC(=O)C(CCS(C)(=O)=O)NC(C)=O)c1 (stereo unspecified)	-17	1.2	/	/	1.2	/	-16	/	1.3
COc1ccc(C2=NOC(C(=O)NCc3ccc(F)cc3)C2)cc1 (stereo unspecified)	-51	0.8	-18	-2	1.5	6	24	-2	0.9
COc1ccccc1CNC(=O)c1cccs1	-2	0.6	-12	-22	1	9	45	3	0.9
Cc1ccc(S(=O)(=O)N(C)CC(=O)N2CCc3ccccc32)cc1	-132	0.9	-10	-18	2.3*	6	9	1	0.9
O=S(=O)(Nc1ccc(S(=O)(=O)N2CCOCC2)cc1)c1ccccc1	46	0.9	0	4	0.5	1	7	-6	1
Cc1cn(C2OC(COC(=O)c3ccccc3)C(O)C2O)c(=O)[nH]c1=O (stereo unspecified)	5	0.9	5	7	0.9	4	12	6	1
CC1=CCC(C(=O)O)C(C(=O)O)C1 (stereo unspecified)	19	1.1	-13	-5	0.8	6	-13	-1	1
Cn1cccc1Cc1nnc(SCC(=O)NCc2ccco2)n1CCc1ccccc1	44	0.4	-1	7	0.6	-1	58*	5	1.3
COc1ccc(OC)c(C2C(C(=O)Nc3ccc(F)cc3)=C(C)Nc3nc(CCCO)nn32)c1 (stereo unspecified)	1	0.9	/	/	1	/	7	/	1.1

Source: PubChem (several laboratories)
